# ARFGAP1 inh = inhibitors of rat ARFGAP1 GAP activity, primary screen, biochemical, fluorescence polarization, GDP tracer | Arfgap1-stimulated ARF1 GTP hydrolysis, GDP FP detection | 0.26% of 360,000 active | inhibition, % at 16.5 µM | AID 651572, 2012;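 active = inhibition above a per-plate limit, mean inhibition of low control wells plus 3 SD, cut at about 25% in these data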;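 note: 0% = DMSO wells with enzyme and 100% = wells lacking Arfgap1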
#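 System: truncated rat Arfgap1 GAP domain / Medium: HEPES-based buffer, pH 7.5 / Also added: N-terminally truncated human ARF1-GTP substrate / Incubation: enzyme reaction 120 min at 25 °C after 20 min preincubation / Measured by: FP of antibody-bound GDP Alexa 633 tracer, ex 620/em 688 nm / Replicates: singlicate, each compound tested once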
# ASAP1 GAP inh = inhibitors of human ASAP1 ArfGAP activity, primary screen, biochemical, fluorescence polarization; 0.19% of 360,000 active; AID 624377, 2012; inhibition, % at 16.5 µM; ASAP1-stimulated ARF1 GTP hydrolysis, GDP FP detection; in the data active = inhibition above about 25%;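 note: 0% = vehicle with enzyme and substrate and 100% = no enzyme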
# PLCg1 inh = PLC-gamma1 enzyme inhibitors, primary screen, biochemical, fluorescence, purified enzyme. 1-phosphatidylinositol 4,5-bisphosphate phosphodiesterase gamma-1 (Homo sapiens), P19174. fluorogenic substrate. inhibition, % at 12.2 µM. 0.84% of 370,000 active. AID 720700, 2013; in the data active = inhibition above about 9.5%
# PLC-beta3 inh = human PLC-beta3 inhibitors, primary screen, biochemical, fluorescence | AID 720704, 2013 | Purified PLC-beta3, fluorogenic substrate | inhibition, % at 12.2 µM | 0.18% of 370,000 active; in the data active = inhibition above about 11%;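 note: 0% = median of compound wells on plate and 100% = full blocker control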
# Target sequence (Q01970 whole entry, looked up): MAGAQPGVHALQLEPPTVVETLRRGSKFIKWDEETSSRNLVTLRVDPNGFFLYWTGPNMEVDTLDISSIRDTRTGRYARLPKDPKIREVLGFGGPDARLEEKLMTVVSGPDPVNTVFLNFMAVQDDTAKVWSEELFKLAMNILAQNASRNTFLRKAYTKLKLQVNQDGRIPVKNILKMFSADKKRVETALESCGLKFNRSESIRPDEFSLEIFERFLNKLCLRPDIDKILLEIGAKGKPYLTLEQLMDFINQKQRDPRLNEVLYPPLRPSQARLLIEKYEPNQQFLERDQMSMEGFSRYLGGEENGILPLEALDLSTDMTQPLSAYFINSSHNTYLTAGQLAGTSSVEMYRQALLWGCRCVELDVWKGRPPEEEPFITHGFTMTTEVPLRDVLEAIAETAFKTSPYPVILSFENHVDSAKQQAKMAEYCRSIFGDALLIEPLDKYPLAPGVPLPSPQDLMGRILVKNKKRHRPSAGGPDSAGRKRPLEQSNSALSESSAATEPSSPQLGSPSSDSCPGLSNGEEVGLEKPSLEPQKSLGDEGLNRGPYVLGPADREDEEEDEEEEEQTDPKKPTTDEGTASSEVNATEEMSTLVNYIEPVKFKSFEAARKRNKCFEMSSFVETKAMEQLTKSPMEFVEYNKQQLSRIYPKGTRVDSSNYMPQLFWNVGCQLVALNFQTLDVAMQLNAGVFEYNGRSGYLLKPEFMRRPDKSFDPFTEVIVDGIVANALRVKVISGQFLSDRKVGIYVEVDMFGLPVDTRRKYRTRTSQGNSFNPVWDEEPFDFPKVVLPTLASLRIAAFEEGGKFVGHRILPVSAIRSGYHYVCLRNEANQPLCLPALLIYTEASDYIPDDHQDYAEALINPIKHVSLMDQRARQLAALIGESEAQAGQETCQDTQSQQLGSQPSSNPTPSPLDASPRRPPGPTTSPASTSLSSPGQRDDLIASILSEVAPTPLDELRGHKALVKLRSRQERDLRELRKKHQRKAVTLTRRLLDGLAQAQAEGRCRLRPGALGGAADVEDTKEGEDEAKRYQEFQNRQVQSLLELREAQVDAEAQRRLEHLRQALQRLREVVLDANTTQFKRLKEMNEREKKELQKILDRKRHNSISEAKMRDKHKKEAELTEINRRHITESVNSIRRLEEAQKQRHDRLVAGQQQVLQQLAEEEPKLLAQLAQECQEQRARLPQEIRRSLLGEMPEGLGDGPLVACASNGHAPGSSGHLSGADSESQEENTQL
# MBD2 DNA inh = inhibitors of MBD2 binding to methylated DNA, primary screen, biochemical, TR-FRET, DNA-binding domain, human; 0.31% of 370,000 active; inhibition, % at 4.4 µM; AID 686964, 2013; Methyl-CpG-binding domain protein 2 (Homo sapiens), Q9UBB5; MBD2 binding to methylated oligonucleotide; in the data active = inhibition above about 13%
# ADAM17 inh = ADAM17 inhibitors, primary screen, biochemical, QFRET; recombinant ADAM17, EDANS/DABCYL FRET peptide cleavage; inhibition, % at 6.95 µM; AID 720648, 2013; Disintegrin and metalloproteinase domain-containing protein 17 (Homo sapiens), P78536; 0.83% of 370,000 active;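 active = inhibition above the mean of compounds lying between control limits plus 3 SD, set per campaign, cut at about 8.5% in these data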;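 note: 0% = DMSO-only wells as the low control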
# Tn7 DDE FP = inhibitors of Tn7 peptide binding to fibrin DD(E), primary screen, biochemical, fluorescence polarization, human fibrin, Tn7 probe | Fibrinogen beta chain (Homo sapiens), P02675 | FP displacement of FITC-Tn7 peptide from fibrin DD(E); 0% = median of compound wells per plate | inhibition, % at 8.3 µM | 0.13% of 370,000 active;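 active = inhibition above the mean of compounds falling within the control limits plus 3 SD of them, cut at about 14% in these data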;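 note: 0% = plate median of compound wells and 100% = 10 µM Aha-Tn7 peptide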
#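 Measure: % inhibition scaled between sample-field median and high-control FP; Test system: human fibrin DD(E); Quantity: 2 µM final DD(E) protein; Doses: one dose, 8.3 µM nominal; Schedule: compound with protein 10 min, then 3 h after probe, room temperature; Detection: fluorescence polarization; Medium: Tris buffer with calcium and detergent, pH 7.8.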
# proKLK7 act = proKLK7 zymogen activators, primary screen, biochemical, fluorescence intensity; Kallikrein-7 (Homo sapiens), P49862; purified proKLK7, EDANS-DABCYL substrate fluorescence; 100% is mature enzyme control, 0% vehicle; activation, % at 7 µM; 0.9% of 370,000 active; AID 652039, 2013;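 active = activation above the mean of all tested compounds plus 3 SD, computed per campaign excluding outliers beyond control limits, cut at about 13% in these data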
# UHRF1 binding = UHRF1 methylated DNA binding inhibitors, primary screen, counter-screen for MBD2 inhibitor project, biochemical, TR-FRET, human UHRF1, single concentration. E3 ubiquitin-protein ligase UHRF1 (Homo sapiens), Q96T88. UHRF1 binding to methylated oligo. inhibition, % at 4.4 µM. 0.75% of 370,000 active; in the data active = inhibition above about 21%;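 note: UHRF1 SRA domain binding a hemimethylated CpG hairpin DNA probe; 0% = median of test compound wells and 100% = reference inhibitor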
# Tn6 DDE FP = inhibitors of Tn6 peptide binding to fibrin DD(E), primary screen, biochemical, fluorescence polarization, human fibrin, Tn6 probe; inhibition, % at 8.3 µM; 0.21% of 370,000 active; AID 720509, 2013; Fibrinogen beta chain (Homo sapiens), P02675; Fibrin DD(E) TRITC-Tn6 fluorescence polarization displacement;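 active = inhibition above a per-campaign cutoff: mean of compounds within control limits plus 3 SD, cut at about 15% in these data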;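 note: 0% = median of all compound wells on the plate and 100% = blocking peptide control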
# Active calls of the source: *; i = inactive.
# Order of results: ARFGAP1 inh	ASAP1 GAP inh	PLCg1 inh	PLC-beta3 inh	MBD2 DNA inh	ADAM17 inh	Tn7 DDE FP	proKLK7 act	UHRF1 binding	Tn6 DDE FP
- Cc1c(OC(C)C(=O)NCCCN2CCCC2=O)ccc2c3c(c(=O)oc12)CCCC3 (configuration not stated)
 : 5	-2	-31	-42	4	-95	-4	-4.8	-2	-4
- CCc1ccccc1NC(=O)N[C@H](C(=O)O)C(C)C
 : -1	1	5	7	9	1	-8	-0.5	6	3
- CS(=O)(=O)N(CC(=O)N1CCC(C(N)=O)CC1)C1CCCCC1
 : -5	1	1	0	1	-2	2	0.2	-1	2
- COc1ccc(C2OC(=O)Cc3cc(OC)c(OC)cc32)cc1 (configuration not stated)
 : 3	6	0	2	-4	-1	9	-1.0	-3	-3
- COc1cccc(N2CC34C=CC(O3)C(C(=O)O)C4C2=O)c1 (configuration not stated)
 : 3	-4	0	-3	0	-6	-3	-0.1	2	-2
- Cc1ccc(C)c(OCC(=O)NCC(c2ccco2)N2CCCCC2)c1 (configuration not stated)
 : 13	-4	-4	-5	-7	1	4	0.6	0	5
- O=C(NCCCN1CCOCC1)c1[nH]c(C(F)(F)F)nc1-c1ccccc1
 : 6	-11	-1	2	2	-4	0	-0.4	-1	-6
- COc1ccc(NC(=O)c2cc(C3CC3)on2)c(OC)c1
 : -9	3	0	1	-1	1	-9	0.1	1	-5
- O=C(Nc1ccc(C(F)(F)F)cc1)C1CCN(c2cnccn2)CC1
 : -11	-1	-36	-54	-1	-19	-2	1.1	-2	-1
- Cc1cc(Nc2cccc(F)c2)n2ncnc2n1
 : 2	-1	0	4	-2	-3	-3	-0.1	1	0
- O=C1NC[C@H](c2ccccc2)N(CCc2cc(C(F)(F)F)cc(C(F)(F)F)c2)C1=O
 : 19	-1	-6	-3	0	-2	-8	0.2	-5	-1
- O=C(O)c1c2c(nc3ccccc13)CCCCC2
 : 21	7	1	0	-3	0	-1	0.3	2	-5
- COc1ccc(CN2CCN(C(=O)c3ccc(CNS(=O)(=O)c4ccc(C)cc4)cc3)CC2)c(OC)c1OC
 : 4	-14	2	-6	4	-3	-5	0.3	-2	10
- Clc1cccc(-c2cccc3nccn23)c1Cl
 : -3	-6	-28	-41	1	-22	-1	-0.2	-2	-3
- COc1cc(C2C3=C(CC(C)(C)CC3=O)Nc3ccccc3N2C(C)=O)cc(OC)c1OC (configuration not stated)
 : 6	1	-29	-40	-2	-8	-2	0.4	2	0
- COC(=O)Nc1c(-c2ccccc2)nc2ccc(Cl)cn12
 : 2	2	-46	-58	0	-45	0	1.8	3	8
- COc1ccc2cc(C3(C)NC(=O)NC3=O)ccc2c1 (configuration not stated)
 : 7	2	4	0	-2	1	-3	0.5	3	2
- O=C(Cc1nnc(NC(=O)c2ccccc2)s1)N/N=C/c1ccc(O)cc1
 : -7	10	-16	-25	-5	-10	-4	-1.3	-2	2
- COc1cccc(C(=O)Nc2nnc(SCC(=O)NC3CC3)s2)c1
 : 2	0	-3	-8	3	-2	6	0.3	1	12
- COc1cc(/C=N/NC(=O)c2ccc(O)cc2)ccc1OCC(=O)N1CC(C)OC(C)C1 (configuration not stated)
 : -4	-16	-6	-14	-5	-2	4	0.5	-1	-1
- CC1(NC(=O)CC(c2ccccc2)(c2ccccc2)c2ccccc2)CCN(CCCc2ccccc2)C1=O (configuration not stated)
 : 2	1	1	2	1	6	-1	0.7	-4	1
- CC(=O)N1Cc2cc([N+](=O)[O-])ccc2Oc2ccccc21
 : -3	-4	1	3	4	0	-2	0.4	-4	-7
- O=c1[nH]c2ccccc2nc1Cc1ccc([N+](=O)[O-])cc1
 : 2	8	-2	-12	-3	1	-7	0.3	1	1
- COc1ccc2cc(/C(C)=N/NC(=O)C3CC3)ccc2c1
 : 12	-2	-248	-352	-6	-391	3	5.4	-4	1
- O=c1sc2ccccc2n1COc1ccc(Cl)cc1
 : 1	3	3	-1	7	0	-2	0.7	3	-3
- CCCN(CC(=O)Nc1ccccc1C)C(=O)C1CCN(S(=O)(=O)c2ccccc2C(F)(F)F)CC1
 : 12	-1	5	2	-3	-3	-2	-0.3	0	7
- COc1cc(Cc2nccc3cc(OC)c(OC)cc23)c(S(=O)(=O)O)cc1OC
 : -2	17	-5	-6	3	2	1	0.5	13	-3
- CC(=O)Nc1ccc(NC(=O)c2cccc(C(=O)OC(C)C)n2)cc1
 : 3	4	6	1	1	-2	-8	0.3	-4	2
- C/C(=N\N1CCN(Cc2ccccc2Cl)CC1)c1ccc(F)cc1
 : 5	3	-3	-5	-2	0	1	0.7	-3	-6
- CCC(C)(C)NC(=O)C(c1ccc(C)o1)N(Cc1ccc2c(c1)OCO2)C(=O)c1snc(C(N)=O)c1N (configuration not stated)
 : 8	-7	-1	2	-1	-5	7	-0.1	-2	-2

# Structures shown so far with an NH in an aromatic ring:
# Order of results: ARFGAP1 inh	ASAP1 GAP inh	PLCg1 inh	PLC-beta3 inh	MBD2 DNA inh	ADAM17 inh	Tn7 DDE FP	proKLK7 act	UHRF1 binding	Tn6 DDE FP
- O=C(NCCCN1CCOCC1)c1[nH]c(C(F)(F)F)nc1-c1ccccc1
 : 6	-11	-1	2	2	-4	0	-0.4	-1	-6
- O=c1[nH]c2ccccc2nc1Cc1ccc([N+](=O)[O-])cc1
 : 2	8	-2	-12	-3	1	-7	0.3	1	1

# Going on with the list:
# Order of results: ARFGAP1 inh	ASAP1 GAP inh	PLCg1 inh	PLC-beta3 inh	MBD2 DNA inh	ADAM17 inh	Tn7 DDE FP	proKLK7 act	UHRF1 binding	Tn6 DDE FP
- C=CCNC(=O)/C(=C/c1cccc([N+](=O)[O-])c1)NC(=O)c1ccco1
 : -6	6	-4	-11	-6	-4	2	-0.3	2	9
- Cc1cc2c(cc1C)-n1nnnc1C(N1CCN(CC(=O)N3CCCC3)CC1)C(=O)N2 (configuration not stated)
 : -11	2	-2	0	-3	-1	-7	0.3	-2	4
- CCNC(=S)Nc1cccc(Cl)c1C
 : 2	17	0	1	4	-6	-1	-0.3	5	2
- Cc1ccccc1Nc1nc(N)nc(COC(=O)c2ccccc2)n1
 : 4	-2	3	6	-6	-1	-4	0.3	-2	10
- COc1ccc(N2CC(C(=O)OCC(=O)Nc3cccc(C)c3)CC2=O)cc1 (configuration not stated)
 : 9	-4	0	-7	5	0	-1	-0.1	6	-1
- CCOC(=O)c1c(NC(=S)N2CCN(C)CC2)sc(C)c1-c1ccccc1
 : -2	0	11*	-3	1	2	-1	0.0	-2	0
- O=C(Cn1ncc2c3ccccc3n(Cc3ccccc3)c2c1=O)NCCCN1CCCC1
 : 3	3	-3	-10	3	-13	3	0.2	-2	-4
- COc1ccccc1N(C)S(=O)(=O)c1ccc(C(=O)N(C)Cc2ccc(OC(F)F)cc2)cc1
 : 3	-9	1	-10	4	2	11	0.2	-2	9
- CSCCC(NC(=O)c1ccccc1C)C(=O)O (configuration not stated)
 : -16	-2	2	2	2	-2	3	0.6	1	0
- CN(C)S(=O)(=O)c1cccn1-c1ncc(C(F)(F)F)cc1Cl
 : 0	13	-1	3	3	-5	-2	1.0	-1	-16
- CC(C)CCN1CCN(Cc2ccoc2)CC1CCO (configuration not stated)
 : 2	-3	0	-10	-3	-1	-3	-0.6	0	-5
- Nc1nc(Nc2ccccc2)nc2c1ncn2[C@@H]1O[C@H](CO)[C@@H](O)[C@H]1O
 : 19	-4	2	2	-1	-2	-2	-0.2	-3	4
- CCOc1ccc(OCCCC(=O)NCCOc2ccccc2OC)cc1
 : 6	-15	3	-5	4	-5	0	-0.2	-3	0
- COCCn1c(=S)[nH]c2cc(C(=O)N3CCN(c4cccc(Cl)c4)CC3)ccc2c1=O
 : 12	5	1	-9	4	-3	6	0.5	4	-2
- Cc1c(CCC(=O)NC2CC2)c(=O)oc2cc(O)ccc12
 : 12	7	i	i	3	i	-11	86*	0	-12
- CN(CC(=O)Nc1cccc(F)c1)C(=O)C1=COCCO1
 : 3	5	0	-9	2	-5	1	-0.1	2	-7
- O=C(O)CNC1=NCCCCC1
 : 5	9	0	4	1	0	1	0.0	-5	-1
- COc1ccc(NC(=O)CN2C(=O)NC(C)(c3ccc4c(c3)OCCO4)C2=O)cc1S(N)(=O)=O (configuration not stated)
 : 8	5	4	-2	-2	3	-8	0.1	2	-5
- CC1CN(c2oc(COc3ccc(Cl)cc3Cl)nc2C#N)CC(C)O1 (configuration not stated)
 : 9	3	3	4	2	-7	-4	-0.1	-4	4
- CC(C)(C)NC(=O)Cn1c(SCC(=O)NC2CCCCC2)nc2ccccc21
 : 3	1	0	0	7	-6	-1	-0.6	-1	1
- CC1CCCCN1CCCNc1ccc(C(CC(N)=O)NC(=O)Cc2ccc(Cl)cc2)cc1[N+](=O)[O-] (configuration not stated)
 : -8	4	2	0	-5	-3	1	-0.1	-1	1
- O=C(Nc1ccccc1)c1nc[nH]c1C(=O)NCc1ccccc1
 : 6	6	2	1	2	8	-2	1.1	5	-1
- CC(C)C(=O)NC(=S)Nc1ccccc1C(=O)NC1CCCCC1
 : 3	3	-2	1	3	-7	13	0.7	3	3
- O=C1NC(=O)c2c(Br)c(Br)c(Br)c(Br)c21
 : -3	3	-2	3	-1	-2	1	0.0	0	0
- CCc1ccc(N(C(=O)CNC(=O)c2ccco2)C(C(=O)NC2CCCC2)c2cccnc2)cc1 (configuration not stated)
 : 12	11	7	-6	12	-4	2	0.1	5	-4
- COc1ccc(C(=O)Nc2sc(C(=O)N(C)C)c(C)c2C#N)cc1[N+](=O)[O-]
 : -4	4	2	5	0	1	4	-0.1	-2	11
- COCCNC(=S)N/N=C(\C)c1ccc(Cl)s1
 : 9	7	2	-4	0	2	0	0.3	-4	8
- O=C(CN1C(=O)/C(=C/c2ccccc2)SC1=S)NNC(=O)c1ccccc1O
 : 8	10	1	-1	-6	-2	-3	-0.3	-1	-11
- CC(OC(=O)c1cnc(Cl)c(Cl)c1)C(=O)NCc1ccccc1 (configuration not stated)
 : 10	-5	1	-3	2	-5	2	1.0	0	3
- O=C(CSc1cccs1)Nc1ccc(Cl)cc1
 : 0	-4	0	-3	1	-3	1	-0.2	-1	4
- NCCNc1ccc([N+](=O)[O-])c(Sc2nc3ccccc3[nH]2)c1
 : 6	1	5	5	-9	3	-1	-0.3	-9	7

# Compound activity (PubChem BioAssay)

# Rows were taken by chance; about 4.1% have a hit in one of these screens.
